# High-throughput results deposited in PubChem BioAssay by several laboratories.
# Pf gametocyte: inhibitors of late stage P. falciparum gametocyte viability; actives 0.065% (n = 150,000); P. falciparum stage V gametocytes, ATP luminescence, 24 h; inhibition, % at 10.9 µM;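 active = inhibition above the mean plus 3 SD of compounds within the control limits, set per campaign, cut at about 38% in these data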;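 note: 0% = DMSO wells and 100% = medium only without gametocytes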
# ABCB1 block: human ABCB1 inhibition, ABCG2 as counter-screen; P08183; CCRF-Adr cells, JC-1 efflux, flow cytometry; inhibition, % at 6.6 µM; actives 0.067% (n = 190,000); in the data active = inhibition above about 40%;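 note: 0% = vehicle and 100% = reference inhibitor; higher value means more JC-1 retained so stronger ABCB1 efflux block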
# Target sequence (P08183 whole entry, looked up): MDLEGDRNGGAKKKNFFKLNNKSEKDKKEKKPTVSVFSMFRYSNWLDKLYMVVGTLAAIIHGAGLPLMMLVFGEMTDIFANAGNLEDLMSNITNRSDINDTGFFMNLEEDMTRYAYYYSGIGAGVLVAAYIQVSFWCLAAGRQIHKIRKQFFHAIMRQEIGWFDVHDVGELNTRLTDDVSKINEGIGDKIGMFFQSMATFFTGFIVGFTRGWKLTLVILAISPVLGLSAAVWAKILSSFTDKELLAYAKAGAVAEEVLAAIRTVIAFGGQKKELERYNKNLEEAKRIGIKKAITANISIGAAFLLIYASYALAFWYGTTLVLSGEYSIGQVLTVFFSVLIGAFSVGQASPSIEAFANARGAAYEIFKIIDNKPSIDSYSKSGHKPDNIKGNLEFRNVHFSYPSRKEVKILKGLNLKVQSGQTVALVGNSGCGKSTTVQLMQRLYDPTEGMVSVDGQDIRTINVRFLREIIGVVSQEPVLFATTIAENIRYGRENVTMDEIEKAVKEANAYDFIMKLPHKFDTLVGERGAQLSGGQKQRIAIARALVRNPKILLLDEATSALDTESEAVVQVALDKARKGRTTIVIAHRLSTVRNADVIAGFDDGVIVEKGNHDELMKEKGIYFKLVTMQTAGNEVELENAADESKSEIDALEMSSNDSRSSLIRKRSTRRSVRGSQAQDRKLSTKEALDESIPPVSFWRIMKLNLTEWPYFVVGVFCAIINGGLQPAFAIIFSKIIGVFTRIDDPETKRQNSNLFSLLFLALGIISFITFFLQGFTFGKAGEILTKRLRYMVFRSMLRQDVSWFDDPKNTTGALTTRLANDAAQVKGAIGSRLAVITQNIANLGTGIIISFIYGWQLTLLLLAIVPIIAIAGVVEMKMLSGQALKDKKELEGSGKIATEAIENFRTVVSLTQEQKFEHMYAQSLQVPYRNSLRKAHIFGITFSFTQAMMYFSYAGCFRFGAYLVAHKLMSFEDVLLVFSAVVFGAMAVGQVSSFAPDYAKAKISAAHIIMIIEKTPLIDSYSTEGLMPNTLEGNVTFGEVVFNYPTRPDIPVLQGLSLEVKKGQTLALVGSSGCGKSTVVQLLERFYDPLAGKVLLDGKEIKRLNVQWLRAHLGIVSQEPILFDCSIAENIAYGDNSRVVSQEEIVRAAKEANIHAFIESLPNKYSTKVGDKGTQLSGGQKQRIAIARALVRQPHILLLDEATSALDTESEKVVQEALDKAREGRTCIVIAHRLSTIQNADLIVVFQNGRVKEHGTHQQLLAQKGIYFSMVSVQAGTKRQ
# Avidin fluor: compound fluoresces at 488/530 nm on avidin beads | compound fluorescence 488/530 nm, flow cytometry; active compounds read high | fluorescence (KMESF) at 10 µM | actives 0.38% (n = 220,000); in the data active = fluorescence above about 47; note: inactives centre near 10
# HRas wt GTP: changes GTP binding to wildtype human HRas; P01112; GST-Ras wt beads, Bodipy-FL-GTP binding, flow cytometry; actives lie on both sides; GTP binding activity, % at 10 µM; actives 0.14% (n = 190,000); AID 759;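 active = GTP binding activity at least 20% away from the 100% baseline, either lowered as inhibitor or raised as activator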;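 note: 0% = unlabeled GTP competition control and 100% = no-compound control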
# Mcl1 Noxa PPI: Mcl-1/Noxa interaction inhibition; Q07820; TR-FRET Mcl-1/Noxa peptide binding, 2 h; inhibition, % at 21.7 µM; actives 1.5% (n = 220,000); AID 1022;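 active = compounds that cut the protein-peptide binding signal by more than 50% relative to plate controls in a single-dose test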;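 note: His-tagged Mcl-1 with rhodamine Noxa BH3 peptide and terbium anti-His antibody; 0% = Mcl-1 plus Noxa peptide wells and 100% = peptide-only wells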
# ABCG2 block: inhibitors of human ABCG2 transporter, ABCB1 counter-screen; IgMXP3 cells, JC-1 efflux, flow cytometry; Q9UNQ0; AID 1325; inhibition, % at 6.6 µM; actives 0.1% (n = 190,000);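 active = inhibition above 80%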;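 note: 0% = DMSO and 100% = nicardipine control wells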
#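 Test system: IgMXP3 cells (ABCG2) mixed with DDAO far-red-labelled CCRF-Adr cells (ABCB1). Reagent: JC-1 transporter substrate. Compound dosing: single test compound dose, 6.6 µM final. Times: 10 min compound exposure, 25 °C. Detection: flow cytometry of retained JC-1 fluorescence. Read-out basis: efflux inhibition in percent versus controls. Controls: nicardipine and DMSO wells.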
# Rac1 mut GTP: modulators of GTP binding to human Rac1 activated mutant; P63000; actives 0.11% (n = 190,000); percent activity (GTP binding), % at 10 µM; GST-Rac1 activated beads, fluorescent GTP binding, flow cytometry; actives lie on both sides; 100% means binding = to untreated wells;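 active = GTP binding at least 20 percentage points away from the 100% baseline, in either direction, so actives lie on both sides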
# Rac1 wt modul: human Rac1 wildtype GTP binding, inhibitors and activators; P63000; GST-Rac1 beads, fluorescent GTP binding, flow cytometry; actives lie on both sides; 0 = cold GTP competed, 100 = untreated; GTP binding activity (% of control), % at 10 µM; actives 0.27% (n = 190,000);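 active = GTP binding activity at least 20 points away from the 100% control level, either lower or higher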
# Cdc42 wt: changes GTP binding to wildtype human Cdc42; P60953; GST-Cdc42 beads, Bodipy-GTP binding, flow cytometry; actives lie on both sides; percent activity (GTP binding), % at 10 µM; actives 0.2% (n = 190,000);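 active = percent activity GTP binding at least 20 points away from the 100% baseline, either down as inhibitor or up as activator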;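 note: median bead fluorescence of bound Bodipy-FL-GTP at 100 nM; 0% = excess unlabeled GTP control and 100% = no compound control; below 100% means less GTP binding so inhibitor and above means activator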
# Rab7 wt modul: modulators of GTP binding to dog Rab7 wildtype GTPase; GST-Rab7 beads, fluorescent GTP binding, flow cytometry; actives lie on both sides; untreated = 100%, excess cold GTP = 0%; GTP binding activity (percent of control), % at 10 µM; actives 0.055% (n = 190,000); AID 758;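 active = fluorescent GTP binding to Rab7 beads changed by at least 20 points from the 100% baseline, either direction, mostly lower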;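 note: median green fluorescence of bound Bodipy-FL-GTP per Rab7 bead population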
# Rab2A wt mod: changes GTP binding to wildtype dog Rab2A, up or down. GTP binding activity, % at 10 µM. actives 0.19% (n = 190,000). GST-Rab2 wt beads, Bodipy-GTP binding, flow cytometry;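 active = GTP binding activity at least 20 points away from 100%, either lowered or raised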;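 note: 0% = beads with excess unlabeled GTP and 100% = no-compound control corrected for plate trend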
# Active calls of the source: *; . = not tested or not shown.
SMILES,Pf gametocyte,ABCB1 block,Avidin fluor,HRas wt GTP,Mcl1 Noxa PPI,ABCG2 block,Rac1 mut GTP,Rac1 wt modul,Cdc42 wt,Rab7 wt modul,Rab2A wt mod
CC(=O)Nc1cccc(OCC(=O)NS(=O)(=O)c2ccc(Cl)cc2)c1,12,-0.5,28,101,4,2,99,103,99,103,102
O=C(CN1CCOCC1)NCc1ccccc1,.,-0.1,62*,97,-1,1,92,97,96,95,96
CNC(=S)N=Nc1c(O)[nH]c2ccc(C(C)C)cc12,.,0.9,13,97,-19,20,96,98,99,98,96
Cc1ccc(SCC(=O)NCc2ccncc2)cc1,-9,-0.1,16,101,13,-3,102,104,99,100,100
CCOc1ccccc1NC(=S)N1CCN(c2nc(-c3ccc(F)cc3)cs2)CC1,.,0.3,11,104,6,7,100,107,103,106,106
COC(=O)CSc1nnc(SCc2ccc(OC)cc2)s1,9,0.4,50*,100,-17,10,98,104,100,104,99
CCN(CC)S(=O)(=O)c1ccc(-c2nnc(SCc3nnc(-c4ccc(C)cc4)o3)n2CC)cc1,12,2.5,15,105,-9,4,100,108,107,101,102
C=CCn1c(SC(C)C(=O)NCCC2=CCCCC2)nc2ccccc2c1=O (centres undefined),.,3.5,10,100,4,36,96,103,98,101,98
CCOC(=O)C1=C(N)Oc2cc(O)ccc2C1c1cccnc1 (centres undefined),0,0.6,14,99,23,1,97,97,98,103,100
CCOc1ccc2nc(NC(=O)c3cc([N+](=O)[O-])ccc3N3CCOCC3)sc2c1,-23,-1.4,5,97,-14,-6,96,100,98,97,97
CN(C)c1cccc(C(=O)NCC2CCCO2)c1 (centres undefined),.,0.0,34,101,-6,0,100,100,100,103,101
CCn1cc(C(=O)NC2CCCCC2C)c(=O)c2ccc(C)nc21 (centres undefined),-15,1.2,38,91,2,6,90,89,88,91,89
COc1ccc(OC)c(NC(=O)c2c3c(nc4ccccc24)CCC3)c1,.,-1.0,11,100,12,54,95,101,97,100,99
COC(=O)c1ccc(CSc2nnc(C)s2)cc1,7,-0.2,9,98,.,-1,98,100,100,96,98
CC(C)CCSc1nc2c(c(=O)[nH]c(=O)n2C)n1CCCc1ccccc1,.,-1.7,8,102,15,1,99,102,102,99,100

# Part of the list above, with bars between the fields:
SMILES | Pf gametocyte | ABCB1 block | Avidin fluor | HRas wt GTP | Mcl1 Noxa PPI | ABCG2 block | Rac1 mut GTP | Rac1 wt modul | Cdc42 wt | Rab7 wt modul | Rab2A wt mod
CC(=O)Nc1cccc(OCC(=O)NS(=O)(=O)c2ccc(Cl)cc2)c1 | 12 | -0.5 | 28 | 101 | 4 | 2 | 99 | 103 | 99 | 103 | 102
CNC(=S)N=Nc1c(O)[nH]c2ccc(C(C)C)cc12 | . | 0.9 | 13 | 97 | -19 | 20 | 96 | 98 | 99 | 98 | 96
CCOC(=O)C1=C(N)Oc2cc(O)ccc2C1c1cccnc1 (centres undefined) | 0 | 0.6 | 14 | 99 | 23 | 1 | 97 | 97 | 98 | 103 | 100
CCOc1ccc2nc(NC(=O)c3cc([N+](=O)[O-])ccc3N3CCOCC3)sc2c1 | -23 | -1.4 | 5 | 97 | -14 | -6 | 96 | 100 | 98 | 97 | 97
CC(C)CCSc1nc2c(c(=O)[nH]c(=O)n2C)n1CCCc1ccccc1 | . | -1.7 | 8 | 102 | 15 | 1 | 99 | 102 | 102 | 99 | 100

# (listing goes on)
SMILES,Pf gametocyte,ABCB1 block,Avidin fluor,HRas wt GTP,Mcl1 Noxa PPI,ABCG2 block,Rac1 mut GTP,Rac1 wt modul,Cdc42 wt,Rab7 wt modul,Rab2A wt mod
Cc1cc2nc(C(F)(F)F)cc(-c3cccs3)n2n1,13,-0.1,8,90,-1,10,90,88,85,98,91
CS(=O)(=O)N(CC(=O)NCC1CCCO1)c1ccc(Cl)c(Cl)c1 (centres undefined),-2,0.2,10,96,0,0,97,97,98,97,95
Cc1cccc(NC(=S)NC23CN4CN(CN(C4)C2)C3)c1C,-22,0.4,12,101,5,1,100,108,103,108,103
CC(NS(=O)(=O)c1ccccc1)C(c1cccs1)N1CCN(C)CC1 (centres undefined),.,0.5,18,100,6,1,98,102,98,101,100
Cn1c(=S)ccc2ccccc21,2,-0.5,20,100,6,0,96,99,97,102,99
Cc1cnc(C(=O)Nc2nnc(C)s2)cn1,.,0.5,10,99,-13,4,94,97,100,99,96
COC(=O)C1=C(C)N(c2ccc(Br)cc2)C(=O)/C1=C\c1ccco1,7,-0.1,12,99,28,2,98,97,96,92,99
CC(C)C(=O)Nc1ccc(C(=O)Nc2ccc(Br)cc2F)cc1,-8,0.0,11,97,2,4,97,100,100,96,98
CCOC(=O)C1CCCN(C(=O)c2ccc(CS(=O)(=O)c3ccc(Br)cc3)o2)C1 (centres undefined),.,0.5,8,99,-14,1,96,101,100,99,100
CCCC(=O)N(Cc1cc2cccc(C)c2[nH]c1=O)c1ccccc1OC,.,0.3,27,97,-10,0,97,98,96,96,96
CC(NC(=O)COC(=O)Cc1ccsc1)C1CC2CCC1C2 (centres undefined),-3,35,7,103,10,132*,103,110,108,102,102
Cc1[nH]c(=O)c(C#N)c2c1COC(C)(C)C2,.,0.5,10,95,5,-1,96,96,94,94,95
CC(NC(=O)Nc1ccccc1O)(C(F)(F)F)C(F)(F)F,.,0.5,11,99,26,17,98,102,97,99,96
CCOC(=O)/C(=C/c1ccc(OC(=O)c2ccncc2)cc1)C(C)=O,2,4.8,13,101,8,16,95,102,97,103,100
Cc1[nH]n(-c2ccc([N+](=O)[O-])cc2)c(=O)c1C=NCCN1CCN(C(=O)c2ccccc2)CC1,.,-1.0,13,99,13,9,97,102,96,99,97

# Records above printed as active in Avidin fluor.
Molecule | Avidin fluor | HRas wt GTP | Mcl1 Noxa PPI | Rac1 mut GTP | Rac1 wt modul | Cdc42 wt | Rab7 wt modul | Rab2A wt mod
O=C(CN1CCOCC1)NCc1ccccc1 | 62* | 97 | -1 | 92 | 97 | 96 | 95 | 96
COC(=O)CSc1nnc(SCc2ccc(OC)cc2)s1 | 50* | 100 | -17 | 98 | 104 | 100 | 104 | 99

# (next part)
SMILES,Pf gametocyte,ABCB1 block,Avidin fluor,HRas wt GTP,Mcl1 Noxa PPI,ABCG2 block,Rac1 mut GTP,Rac1 wt modul,Cdc42 wt,Rab7 wt modul,Rab2A wt mod
CCCCOc1ccc(C(C)NC(=O)CCS(=O)(=O)Cc2ccc(C)cc2)cc1 (centres undefined),.,2.4,18,103,5,2,102,105,104,102,102
Cc1ccc(Cl)cc1N1CCN(C(=O)Cc2ccc(-n3c(=O)[nH]c4ccsc4c3=O)cc2)CC1,4,0.4,13,99,1,10,98,103,97,100,97
CC(=O)Oc1ccc(Nc2ccccc2)cc1,-12,0.5,11,99,3,2,96,97,98,97,99
O=C(CSc1nnc(-c2ccccc2)o1)NC1CCCCC1,.,0.1,16,102,9,2,100,106,105,103,102
COc1ccc(C2CC(=O)C3=C(C2)NC(C)=C(C(=O)Nc2ccccc2C)C3c2coc3ccc(C)cc3c2=O)cc1OC (centres undefined),11,1.1,18,101,-12,3,101,103,99,97,101
Cc1cc(C)n(C(=O)c2ccc(C)o2)n1,.,0.3,11,101,12,2,97,100,103,99,101
CCCN(CCC)c1ncnc2c1cnn2-c1ccc(OC)cc1,.,0.6,41,97,11,3,94,95,96,96,95
CCOC(=O)Cc1csc(NC(=O)CSc2ncnc3c2cnn3-c2ccc(OC)cc2)n1,.,0.6,15,98,5,4,99,100,98,95,97
CCCCNc1nc2c(S(=O)(=O)c3ccccc3)nnn2c2ccccc12,.,-0.3,10,96,-487,0,94,98,93,104,96
Cc1cccc(N2CCN(CC(=O)NCC3CCCCC3)CC2)c1C,.,-0.2,22,100,27,-3,100,103,101,103,100
CCCCCCCCCCCC(=O)NC(C(=O)O)C(O)c1ccccc1 (centres undefined),4,0.0,8,92,-5,0,91,94,91,92,91
O=[N+]([O-])c1cc(C(F)(F)F)ccc1N1CCC(O)CC1,3,0.3,7,97,13,1,98,99,99,97,95
COC(=O)CSc1nc(SCc2ccc(C)cc2)nc2c1CCCC2,.,1.3,3,94,6,7,93,94,97,94,94
Cc1ccnc(NC(c2cccnc2)c2ccc3cccnc3c2O)c1 (centres undefined),-3,-1.5,6,99,41,-2,96,101,96,102,98
Cc1cc(C)nc(SCC(=O)Nc2ncc(C(F)(F)F)cc2Cl)n1,6,0.5,6,97,12,17,96,97,101,97,96
CCOC(=O)Cc1csc(NS(=O)(=O)c2ccc(Cl)cc2)n1,0,0.5,7,96,13,2,94,99,95,98,94
N#CC1=C(N)OC2=C(CCC/C2=C/c2ccoc2)C1c1ccoc1 (centres undefined),.,-1.0,4,86,44,-1,87,89,86,87,87
CCn1c(C)nc2cc(S(=O)(=O)C(F)(F)F)ccc21,.,1.2,18,98,0,5,98,101,100,93,97
Cc1cc(C)n2c(Br)c(CSc3nc4ccccc4o3)nc2n1,10,0.8,10,98,2,3,96,99,100,95,96
CCOc1ccc(/C=N/OCC(=O)NCc2ccco2)cc1,4,-0.3,11,99,5,4,97,101,96,103,99
O=C(CCC1N=C2c3ccccc3N=C(SCC(=O)NCc3ccco3)N2C1=O)NCc1ccco1 (centres undefined),-21,-0.3,5,94,17,4,93,97,97,105,96
Cc1ccc(C(=O)N2CC(=O)Nc3ccc(F)cc3C2c2ccc(F)cc2)cc1[N+](=O)[O-] (centres undefined),.,5.3,8,98,9,23,98,99,99,100,97
COC(=O)c1ccc(NC(=O)CN2C(=O)C3C4C=CC(C4)C3C2=O)cc1 (centres undefined),18,-0.9,20,98,-1,-3,97,99,98,94,96
COc1cc(Br)cc(CNc2ccc(F)c([N+](=O)[O-])c2)c1O,-9,4.1,10,96,17,21,95,99,96,99,95
COc1ccc(/C=N/NC(=O)CCn2cnc(-c3ccccc3)c2-c2ccccc2)cc1OC,4,5.0,14,94,25,19,94,95,94,94,94
Oc1cccc(C(=S)N2CCCCC2)c1,.,0.1,10,98,10,-2,95,103,100,100,98
COc1ccc(C(=O)Cn2nnc(-c3ccc(N4CCOCC4)cc3)n2)cc1OC,4,1.2,10,102,5,4,102,106,103,101,99
COc1cc(SC)ccc1C(=O)NC1CCCCC1,.,0.9,24,100,3,57,100,103,103,99,100

# 3 compounds already listed, sorted by the number in HRas wt GTP, low to high:
Structure | HRas wt GTP
O=C(CCC1N=C2c3ccccc3N=C(SCC(=O)NCc3ccco3)N2C1=O)NCc1ccco1 (centres undefined) | 94
CCn1c(C)nc2cc(S(=O)(=O)C(F)(F)F)ccc21 | 98
CCOc1ccc(/C=N/OCC(=O)NCc2ccco2)cc1 | 99

# Rows are unselected (roughly 2.3% active in at least one column).
